Bioassay records as filed in PubChem.
GLS inhibitor = blocks human kidney-isoform glutaminase activity; O94925; GLS enzymatic activity, qHTS titration; Potency, µM (series often up to 45.5 µM), inactives show top-dose activity change, negative = inhibition, actives largely listed as inhibitors; 410,000 tested, 0.21% active; AID 624170; also: potency is read from the fitted curve at half-maximal effect; % is scaled to controls: 0 for no effect and ±100 for the full control effect
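Two-point fluorescence kinetic (t0, 30 min RT) for hKGA; glutamate detected via glutamate oxidase–HRP–Amplex Red. Substrate: 1 mM L-glutamine solution; buffer 45 mM KH2PO4, pH 8.2.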
Pin1 inh = blocks the human prolyl isomerase Pin1; AID 504891; Pin1 FP peptide displacement, HiFluor488, 10 min; 390,000 tested, 0.009% active; Potency, µM (titrated, usually from 115 µM), without a hit: at the highest dose activity, negative = inhibition, actives largely listed as inhibitors; active = well fitted inhibition curve with a large enough effect in the polarisation, with a control signal flat, not every such curve was filed as active; inconclusive = small, poorly fitted or top-dose-only effect, or effect the other way, or a change in a side signal; inactive = no such curve, though single readings can be large or run the other way; the % refers to the polarisation; also: potency is read from the fitted curve at half-maximal effect; % is scaled to controls: 0 for no effect and ±100 for the full control effect
POLH inh = inhibitors of human DNA polymerase eta | Q9Y253 | 390,000 tested, 1.2% active | Potency, µM (titrated, usually from 114 µM), for inactives: at the top dose activity change, negative = inhibition, usual class: inhibitors | recombinant Pol eta, fluorescent DNA replication assay; also: potency is read from the fitted curve at half-maximal effect; % is scaled to controls: 0 for no effect and ±100 for the full control effect
Target sequence (Q9Y253 whole entry, looked up): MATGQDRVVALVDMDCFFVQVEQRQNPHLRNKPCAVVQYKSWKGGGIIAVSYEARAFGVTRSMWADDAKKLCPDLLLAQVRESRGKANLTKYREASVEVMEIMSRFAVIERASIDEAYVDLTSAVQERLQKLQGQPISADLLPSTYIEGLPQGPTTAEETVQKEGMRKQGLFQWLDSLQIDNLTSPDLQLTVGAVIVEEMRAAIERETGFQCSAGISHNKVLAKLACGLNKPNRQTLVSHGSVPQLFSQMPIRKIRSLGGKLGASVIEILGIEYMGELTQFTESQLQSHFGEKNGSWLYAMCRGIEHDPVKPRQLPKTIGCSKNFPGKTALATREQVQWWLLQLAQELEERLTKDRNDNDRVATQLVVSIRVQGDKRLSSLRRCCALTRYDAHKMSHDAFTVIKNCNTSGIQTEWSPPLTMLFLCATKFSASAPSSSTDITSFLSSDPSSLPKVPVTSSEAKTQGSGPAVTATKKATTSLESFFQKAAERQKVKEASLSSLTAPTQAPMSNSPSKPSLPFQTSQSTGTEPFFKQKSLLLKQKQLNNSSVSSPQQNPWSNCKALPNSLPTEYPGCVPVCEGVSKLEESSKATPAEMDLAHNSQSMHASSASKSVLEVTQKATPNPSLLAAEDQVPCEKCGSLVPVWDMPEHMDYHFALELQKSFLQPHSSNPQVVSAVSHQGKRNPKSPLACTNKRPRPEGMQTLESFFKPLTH
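Pol eta at 10 nM preincubated with compounds 15 min at room temperature; reaction started with fluorescent substrate (50 nM final) and read kinetically at 0 and 10 min.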
G9a block = blocks human histone lysine methyltransferase G9a. G9a H3K9 monomethylation, AlphaScreen, 2 h. AID 504332. 350,000 tested, 8.8% active. Potency, µM (titrated, usually from 102 µM), for the others: at the top dose activity, negative = inhibition, usual class: inhibitors. Q96KQ7; also: potency is read from the fitted curve at half-maximal effect; % is scaled to controls: 0 for no effect and ±100 for the full control effect; nearly all actives have a fitted effect of over 75% in size
Target sequence (Q96KQ7 913-1193 limits assumed): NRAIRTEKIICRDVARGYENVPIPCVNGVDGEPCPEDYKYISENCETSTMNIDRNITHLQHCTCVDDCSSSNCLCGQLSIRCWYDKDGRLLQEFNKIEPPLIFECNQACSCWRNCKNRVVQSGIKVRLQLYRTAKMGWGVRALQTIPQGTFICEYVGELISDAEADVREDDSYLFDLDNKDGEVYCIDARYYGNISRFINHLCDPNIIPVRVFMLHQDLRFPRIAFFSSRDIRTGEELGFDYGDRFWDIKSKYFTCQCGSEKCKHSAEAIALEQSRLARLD
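AlphaScreen detection with an anti-monomethyl H3K9 antibody quantified product after a 2 h room-temperature reaction containing 500 nM biotinylated H3K9 peptide, 20 µM SAM and 20 nM enzyme, which had been preincubated 15 min with compound.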
JMJD2A Tudor = blocks the human JMJD2A Tudor domain; O75164; AlphaScreen JMJD2A-Tudor / H3K4me3 peptide binding; Potency, µM (top dose mostly 114 µM), inactives show top-dose activity change, negative = inhibition, hits mostly inhibitors; 390,000 tested, 4.4% active; also: potency is read from the fitted curve at half-maximal effect; % is scaled to controls: 0 for no effect and ±100 for the full control effect; nearly all actives have a fitted effect of over 50% in size
PI4K2A block = inhibitors of human PI4K2A. Q9BTU6. purified PI4K2A, ADP-Glo luminescence, 1 h; active compounds read low. activity change, negative = inhibition, % at 76.9 µM. 420,000 tested, 0.13% active; in the data active = activity change below about -50%; inconclusive = mostly about -30% to -49%;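 also: -100% = wells without enzyme as full effect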
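In this quantitative HTS, ADP production by PI4K2A was quantified luminescently after 1 h at ambient temperature; 100 microM adenosine served as plate-quality control.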
PGK inhibitor = blocks T. brucei phosphoglycerate kinase; Potency, µM (series often up to 57.5 µM), inactives show at the top dose activity change, negative = inhibition, actives largely listed as inhibitors; P07378; PGK/GAPDH coupled, Kinase-Glo luminescence, 60 min; 380,000 tested, 0.043% active; also: potency is read from the fitted curve at half-maximal effect; % is scaled to controls: 0 for no effect and ±100 for the full control effect; nearly all actives have a fitted effect of over 60% in size
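Recombinant glycosomal PGK reaction used 1,3-bisphosphoglycerate generated in-well by GAPDH (100nM final) in 100mM TEA pH 7.6, 5mM MgCl2, 0.01% Tween-20. After 60 minutes at room temperature, ATP was read by Kinase-Glo Plus luminescence end-point.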
BAZ2B inh = inhibitors of human BAZ2B bromodomain | Q9UIF8 | Potency, µM (top dose mostly 114 µM), without a hit: at the highest dose activity change, negative = inhibition, most hits filed as inhibitors | AlphaScreen BAZ2B-H3K14Ac peptide displacement | 360,000 tested, 4.4% active; also: potency is read from the fitted curve at half-maximal effect; % is scaled to controls: 0 for no effect and ±100 for the full control effect; nearly all actives have a fitted effect of over 60% in size
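AlphaScreen displacement of biotin-H3(5-23)K14Ac peptide (50 nM final) from BAZ2B (50 nM final) in PBS pH 7.4, 0.01% Tween-20; complex preformed 30 min RT, then compounds (top 110 uM) 30 min RT, beads 20 min dark.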
HP1b chromo inh = blocks HP1-beta chromodomain binding to methylated histone tails; AlphaScreen HP1-beta / biotin-H3K9me3 peptide binding; P83916; 390,000 tested, 0.56% active; Potency, µM (doses to about 114 µM), inactives show top-dose activity change, negative = inhibition, usual class: inhibitors; AID 540317; also: potency is read from the fitted curve at half-maximal effect; nearly all actives have a fitted effect of over 70% in size; inactives centre near 23
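HP1-beta protein (50 nM final) preincubated 30 min at room temperature with biotinylated H3(1-18)K9me3 peptide (50 nM) in PBS pH 7.4, 0.01% Tween-20, then compound added for 30 min. AlphaScreen streptavidin donor/nickel chelate acceptor beads (10 ug/mL final), 30 min dark, luminescence read.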
Numbers without * were called inactive; i = inactive; ? = inconclusive; · = no result given; & = joins results of further samples; ! = a repeat was not active; [ ] = another dose, or the depositor's remark. Unless noted, calls follow the shape of the dose curve; as a rule, active = well fitted curve in the direction sought with a large enough effect; inconclusive = small, poorly fitted or top-dose-only effect, or another doubt; inactive = no such curve, though single readings can be large; an effect the other way counts as inactive or inconclusive. Some of the compounds tested, so the mix of outcomes need not match the whole.

SMILES	GLS inhibitor	Pin1 inh	POLH inh	G9a block	JMJD2A Tudor	PI4K2A block	PGK inhibitor	BAZ2B inh	HP1b chromo inh
CC[C@]12CCCN3CCc4c(n(c5ccccc45)[C@@](O)(C(=O)OC)C1)[C@@H]32	-2%	-3%	-14%	21%[12.7 µM]	-7%	-2&-5	-6%	1%	34%
Cc1ccsc1/C=C/C1=NCCCN1C	-12%&-1%&-2%	-2%&1%&2%	-17%&0%&-4%	-35%[2.33 µM]	-5%&-12%&-11%	4&0&-1&0	-8%&-3%&-8%	-15%	47%&23%&35%[activator]
CN=C(N)NC(=O)Nc1c(C)cccc1C	1%&0%	-1%	-1%	-34%[59 µM]	-16%	-1&2	-9%	1%	3%
CCCCOC(=O)c1ccc(N)cc1	-11%&6%	1%	-13%	22%	6%	0&0	0%	9%	37%
O=C1CCc2cc(OCCCCc3nnnn3C3CCCCC3)ccc2N1	5%&-2%	-4%	1%	-1%[59 µM]	-5%	1&2&1	-5%	?	25%
CCC(Cc1c(I)cc(I)c(N)c1I)C(=O)O (stereo unspecified)	12%	-2%	-18%	?	-11%	-3&2	-3%	11%	31%
CCOc1ccccc1NC(=O)CSc1nc2ccccc2c2nc(CCn3cncc3C)nn12	-22%	34%[activator]	-24%	?	-26%	3	13%	56µM*	21%
Nc1ncnc(Nc2ccccc2)n1	0%&1%	-1%	-10%	18%&-4%[12.7 µM]	-3%	-9&-8	-8%	11%	46%[activator]
CN1CCC(=C2c3ccccc3CC(=O)c3sccc32)CC1	-5%&-3%&-1%&3%	0%&0%&4%	-10%	42%[activator][12.7 µM]	-19%&-19%&-19%	-2&6&-4&-3&-3	-1%&-10%	?	16%&93%&26%
CCN(CC)S(=O)(=O)c1ccc(C(=O)O)cc1	4%&4%	-5%	-6%	-12%&-43%[12.7 µM]	-11%	-1&-2	-4%	-12%	2%
CCCN(CCC)C(=O)C(CCC(=O)O)NC(=O)c1ccccc1 (stereo unspecified)	-10%	-8%	-8%	-5%[59 µM]	-6%	-4&-2&1	-4%	8%&-5%	40%[activator]
Cc1nc2nc(NC(=O)c3cccc(Cl)c3)[nH]n2c(=O)c1Cc1ccccc1	4%	8%	4%	-45%[59 µM]	-20%	-1	-8%	-3%	29%
COc1ccc2c(CNCCc3ccccc3OC)c(C(=O)O)n(Cc3ccc(F)cc3Cl)c2c1	0%	58%[activator]	-15%	?	?	5	i	?	-2%
COc1ccc(Sc2ccc(NC(=O)c3ccccc3Cl)cc2C#N)cc1	-5%	8%	-4%	13%	-7%	-11	i	-2%	21%
OCC(O)CN1CCN(c2ccccc2)CC1 (stereo unspecified)	34%&56%[activator]	0%	-17%	-6%[59 µM]	-15%	1&-5	i	-17%	14%

Eight neighbouring entries already listed, quoted:
SMILES	GLS inhibitor	Pin1 inh	POLH inh	G9a block	JMJD2A Tudor	PI4K2A block	PGK inhibitor	BAZ2B inh	HP1b chromo inh
CN=C(N)NC(=O)Nc1c(C)cccc1C	1%&0%	-1%	-1%	-34%[59 µM]	-16%	-1&2	-9%	1%	3%
CCCCOC(=O)c1ccc(N)cc1	-11%&6%	1%	-13%	22%	6%	0&0	0%	9%	37%
O=C1CCc2cc(OCCCCc3nnnn3C3CCCCC3)ccc2N1	5%&-2%	-4%	1%	-1%[59 µM]	-5%	1&2&1	-5%	?	25%
CCC(Cc1c(I)cc(I)c(N)c1I)C(=O)O (stereo unspecified)	12%	-2%	-18%	?	-11%	-3&2	-3%	11%	31%
CCOc1ccccc1NC(=O)CSc1nc2ccccc2c2nc(CCn3cncc3C)nn12	-22%	34%[activator]	-24%	?	-26%	3	13%	56µM*	21%
Nc1ncnc(Nc2ccccc2)n1	0%&1%	-1%	-10%	18%&-4%[12.7 µM]	-3%	-9&-8	-8%	11%	46%[activator]
CN1CCC(=C2c3ccccc3CC(=O)c3sccc32)CC1	-5%&-3%&-1%&3%	0%&0%&4%	-10%	42%[activator][12.7 µM]	-19%&-19%&-19%	-2&6&-4&-3&-3	-1%&-10%	?	16%&93%&26%
CCN(CC)S(=O)(=O)c1ccc(C(=O)O)cc1	4%&4%	-5%	-6%	-12%&-43%[12.7 µM]	-11%	-1&-2	-4%	-12%	2%

(listing goes on)
SMILES	GLS inhibitor	Pin1 inh	POLH inh	G9a block	JMJD2A Tudor	PI4K2A block	PGK inhibitor	BAZ2B inh	HP1b chromo inh
CC1CCc2c(N3CCC(O)CC3)c(F)cc3c(=O)c(C(=O)O)cn1c23 (stereo unspecified)	8%&9%	0%	6%	-42%&32%[59 µM]	?	0&-2	-7%	-37%	13%
COc1cc(C(=O)NC(c2ccccc2Cl)c2cc(Cl)c3cccnc3c2O)cc(OC)c1OC (stereo unspecified)	7%	1%	1%	40%[59 µM]	-7%	2	1%	10%	56%[activator]
C#C[C@]1(O)CC[C@H]2[C@@H]3CCC4=CC(=O)CC[C@@H]4[C@H]3CC[C@@]21CC	-1%&-1%&1%	-10%&0%	-11%&1%	33%&-12%&23%[59 µM]	-2%&-12%	-4&-1&7	-6%	-3%&-3%&-15%	50%&4%[activator]
CCOc1ccc(NC(=S)N2CCC(C(O)(c3ccccc3)c3ccccc3)CC2)cc1	14%	29%	-20%	-18%[59 µM]	?	4	-9%	-32%	?
O=C(O)CCCCCCCC(=O)O	0%&8%	2%	-14%	58%[activator][59 µM]	-27%	0&4&4	-7%	21%	14%
COc1c(O)cc2c(c1O)[C@@H]1O[C@H](CO)[C@@H](O)[C@H](O)[C@H]1OC2=O	7%	-4%	2%	9%[2.33 µM]	3%	-4	8%	-1%	44%[activator]
CC1(C)Oc2ccc(C#N)cc2[C@@H](N2CCCC2=O)[C@@H]1O	-5%	-1%	-2%	?	-13%	-2&-2	2%	-6%	-1%
CCN(CC)CCOC(=O)C(c1ccccc1)c1ccccc1	0%&12%	-4%	-9%	9%[59 µM]	-6%	0&-1	1%	?	24%
COc1cc(C(=O)NCCCCCC(=O)O)cc(OC)c1OC	14%&2%	0%	-3%	17%	-17%	1&0	8%	-12%	35%
CN(C)CCOC(=O)C(c1ccccc1)C1(O)CCCC1 (stereo unspecified)	2%	1%	-6%	4%[2.33 µM]	-13%	1&0	5%	3%	34%
CN1CCN(c2c(F)cc3c(=O)c(C(=O)O)cn4c3c2SCC4)CC1	-3%&5%	?	-18%	7.9µM*!	-9%	1&0	-5%	?	29%
CCC12CCCN3CCc4c(n(c5ccccc45)C(O)(C(=O)OC)C1)C32 (stereo unspecified)	-21%	?	-1%	50µM*	-30%	-4	i	-26%	-3%
CC(=O)N(CC(O)CO)c1c(I)c(C(=O)NCC(O)CO)c(I)c(C(=O)NCC(O)CO)c1I (stereo unspecified)	5%&-11%	-3%	-17%	0%&34%[59 µM]	-9%	0&0	-10%	-2%	28%
Nc1cc(=O)[nH]c(N)n1	-1%&1%	1%	5%	0%[59 µM]	-4%	-4&-8&-1	-3%	-5%	21%
O=C(NCCN1CCOCC1)c1ccc(Cl)cc1	-4%&-2%&1%	-2%	-2%	22%&5%[59 µM]	-28%	4&5&1	-2%	5%	11%
Cc1ccc(Cc2c(C)nc3c(-c4ccccc4)c(C)[nH]n3c2=O)cc1	18%	2%	-6%	9%[59 µM]	-4%	0	-3%	-9%	30%
CC(C)(C)c1ccc(S(=O)(=O)c2cnc(SCC(=O)Nc3ccc(F)c(Cl)c3)[nH]c2=O)cc1	2%	·	28µM*	-19%[59 µM]	?	-1	?	-31%	20%
Cc1cc(NC(=O)C2CCN(S(=O)(=O)c3ccc4[nH]c(=O)oc4c3)CC2)ccc1Br	14%	4%	-13%	5%[59 µM]	-17%	-1	i	-9%	13%
Cc1oncc1C(=O)Nc1ccc(C(F)(F)F)cc1	-10%	0%	-7%	13%[59 µM]	-12%	0&-2&3	0%	-2%	10%
COc1cc2c(c(OC)c1OC)-c1c(cc(OC)c(OC)c1OC)C[C@H](C)[C@H](C)C2	2%	-2%	-17%	19%[59 µM]	-25%	0	-1%	10%	11%
CN1CCN(CCCN2c3ccccc3Sc3ccc(S(=O)(=O)N(C)C)cc32)CC1	12%	-3%	-18%	10µM*	-4%	0&-5	-6%	?	38%
Cc1cc(Cl)ccc1NC(=O)Cn1nc(C)c2c(C)n(-c3ccccc3)nc2c1=O	-23%	?	·	-42%[59 µM]	-34%	?	·	56µM*	8%
O=c1c(O[C@@H]2O[C@H](CO)C(O)C2O)c(-c2ccc(O)c(O)c2)oc2cc(O)cc(O)c12 (stereo partly specified)	18%	-1%	?	·	-30%	2	-15%	·	14%
COc1ccc(Cn2c(CCC(=O)Nc3cccc(OC)c3)nc3cccnc32)cc1	-4%	2%	-5%	-6%[59 µM]	-11%	1	14%	-8%	25%
CC(C)(C(=O)c1cccnc1)c1cccnc1	-14%	-2%	-19%	12%[21.5 µM]	2%	-2&4	-3%	·	48%[activator]
